H69AR growth 86K = blocks growth of human H69AR lung tumor cells. H69AR lung tumor viability, ATP luminescence, 72 h; hits give low values. viability, % at 10 µM. 85,000 tested, 6% active;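 active = viability at or below 40%; inactive = viability above 40%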;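 note: multidrug resistant small cell line overexpressing MRP-1 efflux transporter; 100% = mean luminescence of untreated control wells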
ERa coact inh = ER-alpha (human) coactivator binding inhibition; P03372; TR-FRET ER-alpha LBD / SRC-1 peptide, estradiol-bound; inhibition, % at 25.6 µM; 86,000 tested, 1.7% active; AID 629; in the data active = inhibition above about 50%;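 note: 0% = receptor plus peptide control and 100% = peptide only without receptor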
Target sequence (P03372 whole entry, looked up, the tested form may be a part): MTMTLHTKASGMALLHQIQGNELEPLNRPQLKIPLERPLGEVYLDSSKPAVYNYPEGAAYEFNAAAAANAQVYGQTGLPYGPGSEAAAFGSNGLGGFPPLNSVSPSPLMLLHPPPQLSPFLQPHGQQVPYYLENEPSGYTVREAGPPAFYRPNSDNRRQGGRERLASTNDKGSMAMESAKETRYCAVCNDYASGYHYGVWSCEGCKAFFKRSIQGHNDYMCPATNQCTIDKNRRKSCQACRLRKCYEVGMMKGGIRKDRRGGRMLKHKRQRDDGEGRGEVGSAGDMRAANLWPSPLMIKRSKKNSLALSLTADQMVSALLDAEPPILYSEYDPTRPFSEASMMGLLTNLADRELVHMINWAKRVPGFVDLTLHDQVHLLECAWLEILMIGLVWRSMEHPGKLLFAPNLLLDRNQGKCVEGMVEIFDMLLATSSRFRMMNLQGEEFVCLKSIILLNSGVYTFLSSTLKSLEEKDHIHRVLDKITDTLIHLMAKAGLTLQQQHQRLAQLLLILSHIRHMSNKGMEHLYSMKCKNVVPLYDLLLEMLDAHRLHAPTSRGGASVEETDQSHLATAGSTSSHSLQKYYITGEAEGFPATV
CYP2C19 activ = cytochrome P450 2C19 (human) activation | AID 1025 | P33261 | activation factor at 5 µM | 96,000 tested, under 10 active | recombinant CYP2C19, luciferin-H EGE luminescence; hits give high values; 0 = fully inhibited enzyme, 1 = untreated enzyme;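 active = activation factor of at least 2 at 5 µM in the primary screen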;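 note: 0 = wells with 2.5 mM tranylcypromine and 1 = vehicle-only wells; values of inactives mirror those of a sister screen read the other way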
Target sequence (P33261 whole entry, looked up): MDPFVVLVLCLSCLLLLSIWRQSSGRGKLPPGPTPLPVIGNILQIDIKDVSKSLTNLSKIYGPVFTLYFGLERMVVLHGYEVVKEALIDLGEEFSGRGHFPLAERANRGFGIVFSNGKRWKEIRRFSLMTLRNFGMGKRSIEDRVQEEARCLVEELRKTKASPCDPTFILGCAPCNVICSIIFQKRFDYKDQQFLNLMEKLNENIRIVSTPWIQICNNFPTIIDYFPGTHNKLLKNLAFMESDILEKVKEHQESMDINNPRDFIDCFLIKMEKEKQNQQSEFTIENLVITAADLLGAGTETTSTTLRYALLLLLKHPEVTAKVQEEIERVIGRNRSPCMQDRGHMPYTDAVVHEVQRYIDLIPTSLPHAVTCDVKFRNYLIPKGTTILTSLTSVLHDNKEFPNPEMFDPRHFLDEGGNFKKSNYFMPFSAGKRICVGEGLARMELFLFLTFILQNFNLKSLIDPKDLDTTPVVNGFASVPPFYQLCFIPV
ERa coact pot = enhances coactivator binding to human estrogen receptor alpha; P03372; coactivator binding (% of control), % at 25.6 µM; TR-FRET ERalpha-LBD/SRC-Cy5 coactivator binding, 2 h; 100 = basal binding, no effect; 86,000 tested, 1.3% active; in the data active = activity above about 200%;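 note: binding measured in presence of low estradiol as agonist stimulus; 0% = peptide alone without receptor and 100% = receptor with peptide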
CD11b adhes inh = inhibitors of human CD11b/CD18 binding to fibrinogen; P05107+P11215; K562 CD11b/CD18 adhesion to fibrinogen, ATPlite luminescence; Mn2+ added to activate the integrin; inhibition, % at 10 µM; 93,000 tested, 0.54% active;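 active = primary inhibition of 50% or more at 10 µM, then 40% or more on retest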; note: some results filed as inactive read as strong as hits
Mac1 fbg enh = increases human CD11b/CD18 adhesion to fibrinogen. P05107+P11215. K562 CD11b/CD18 adhesion to fibrinogen, ATPlite luminescence. activation, % at 10 µM. 93,000 tested, 0.07% active;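 active = 10 µM primary screen giving 50% or more activity, confirmed by 40% or more on retest at that dose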; note: strong numbers were not always called active
Lung fibro prol = blocks proliferation of human lung fibroblasts | 85,000 tested, 1.1% active | LL 47 human lung fibroblast viability, ATP luminescence; hits give low values | viability, % at 10 µM;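 active = viability at or below 50% in the single dose screen; inactive = viability above 50%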;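 note: compound exposure lasted 72 h before the ATP readout; 100% = median luminescence of untreated cell-only wells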
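Material: human lung fibroblast line LL 47, low passage; Evaluation: viability percentage against median untreated-cell control; Buffer or medium: 15% FBS in IMEM; Incubation: 72 h compound exposure at 37 °C after overnight plating; Dosing: 0.1% DMSO in all compound wells; Measured by: CellTiter-Glo luminescence.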
CYP2C19 inh = blocks human cytochrome P450 2C19; CYP2C19 Supersomes, luciferin-H EGE luminescence, 30 min; inhibition, % at 5 µM; 96,000 tested, 21% active; P33261;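 active = CYP2C19 inhibition above a set limit at 5 µM in the primary screen, cut at about 50% in these data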;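 note: plate controls were negative control wells for no effect and 2.5 mM tranylcypromine positive control for full effect; values of inactives mirror those of a sister screen read the other way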
HUVEC prolif 384 = inhibitors of human endothelial cell proliferation; HUVEC proliferation, CellTiter-Glo luminescence, 72 h; hits give low values; viability, % at 10 µM (by protocol); 86,000 tested, 1.1% active;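 active = viability at or below 30%; inactive = viability above 30%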;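 note: 100% = median luminescence of DMSO-only cell control wells on each plate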
The depositor's hits bear a star; [ ] = remark or other dose.

The first 2 records, ahead of the listing:
For CN(CC(=O)Nc1nc2ccccc2s1)S(=O)(=O)c1ccc(Cl)cc1 the results were H69AR growth 86K 36*, ERa coact inh 11, CYP2C19 activ 0.7, ERa coact pot 94, CD11b adhes inh 8, Mac1 fbg enh -4, Lung fibro prol 88, CYP2C19 inh 29 and HUVEC prolif 384 67.
Screening Cc1ccc(-c2nn(CC(=O)N(C)C)c(=O)c3ccccc23)cc1S(=O)(=O)N(C)C returned H69AR growth 86K 70, ERa coact inh -6, CYP2C19 activ 0.8, ERa coact pot 114, CD11b adhes inh -1, Mac1 fbg enh -2, Lung fibro prol 96, CYP2C19 inh 21 and HUVEC prolif 384 100.

Results, previewed entries included:
For CN(CC(=O)Nc1nc2ccccc2s1)S(=O)(=O)c1ccc(Cl)cc1 the results were H69AR growth 86K 36*, ERa coact inh 11, CYP2C19 activ 0.7, ERa coact pot 94, CD11b adhes inh 8, Mac1 fbg enh -4, Lung fibro prol 88, CYP2C19 inh 29 and HUVEC prolif 384 67.
Screening Cc1ccc(-c2nn(CC(=O)N(C)C)c(=O)c3ccccc23)cc1S(=O)(=O)N(C)C returned H69AR growth 86K 70, ERa coact inh -6, CYP2C19 activ 0.8, ERa coact pot 114, CD11b adhes inh -1, Mac1 fbg enh -2, Lung fibro prol 96, CYP2C19 inh 21 and HUVEC prolif 384 100.
For COC(=O)Cc1[nH]nc2c1C1(CCSCC1)C(C#N)=C(N)O2 the results were H69AR growth 86K 93, ERa coact inh 2, CYP2C19 activ 0.8, ERa coact pot 109, CD11b adhes inh -5, Mac1 fbg enh 0, Lung fibro prol 94, CYP2C19 inh 16 and HUVEC prolif 384 92.
`CC(C)Cc1ccc(C(C)C(=O)N2CCOCC2)cc1` (stereo not drawn) gave H69AR growth 86K 95, ERa coact inh 29, CYP2C19 activ 0.8, ERa coact pot 104, CD11b adhes inh -38, Mac1 fbg enh 2, Lung fibro prol 99, CYP2C19 inh 21 and HUVEC prolif 384 102.
`CC(C(=O)NCC1CCCO1)n1cccc1C(=O)c1ccccc1` (stereo not drawn) gave H69AR growth 86K 101, ERa coact inh -3, CYP2C19 activ 0.9, ERa coact pot 99, CD11b adhes inh 4, Mac1 fbg enh -4, Lung fibro prol 109, CYP2C19 inh 11 and HUVEC prolif 384 96.
Screening COc1ccc(S(=O)(=O)N2CC(C)N(S(=O)(=O)c3ccc(OC)cc3)CC2C)cc1 (stereo not drawn) returned H69AR growth 86K 96, ERa coact inh -9, CYP2C19 activ 0.7, ERa coact pot 88, CD11b adhes inh -18, Mac1 fbg enh 0, Lung fibro prol 97, CYP2C19 inh 30 and HUVEC prolif 384 88.
`COc1cc(OC)cc(-c2cc3nc(C)c(CCC(=O)O)c(C)n3n2)c1` gave CYP2C19 activ 0.8, CD11b adhes inh -18, Mac1 fbg enh -1 and CYP2C19 inh 19.
CCO/C(C)=N/n1c2nc3ccccc3nc2c2c(=O)n(Cc3ccccc3Cl)c(C)nc21 was read as H69AR growth 86K 73, ERa coact inh 16[fluorescence artefact?], CYP2C19 activ 0.8, ERa coact pot 123[fluorescence artefact?], CD11b adhes inh -4, Mac1 fbg enh -1, Lung fibro prol 108, CYP2C19 inh 23 and HUVEC prolif 384 85.
CC(=O)Nc1ccc(S(=O)(=O)N(C)CC(=O)NC2=NCCS2)cc1 was read as H69AR growth 86K 100, ERa coact inh 8, CYP2C19 activ 1.2, ERa coact pot 97, CD11b adhes inh -8, Mac1 fbg enh -1, Lung fibro prol 101, CYP2C19 inh -18 and HUVEC prolif 384 92.
Screening CCCCN1C(=O)/C(=C2/C=CC=CN2C)SC1=S returned H69AR growth 86K 90, ERa coact inh -7, CYP2C19 activ 0.7, ERa coact pot 84, CD11b adhes inh -4, Mac1 fbg enh -7, Lung fibro prol 94, CYP2C19 inh 30 and HUVEC prolif 384 82.
For COc1ccc(CNc2ccc3c(c2)ncn3-c2ccccc2OC)cc1 the results were H69AR growth 86K 93, ERa coact inh 3, CYP2C19 activ 0.5, ERa coact pot 80[fluorescence artefact?], Lung fibro prol 98, CYP2C19 inh 52* and HUVEC prolif 384 95.
Screening CCOC(=O)C1CCCN(Cc2c(Cl)cccc2Cl)C1 (stereo not drawn) returned H69AR growth 86K 98, ERa coact inh -2, CYP2C19 activ 0.6, ERa coact pot 100, CD11b adhes inh 56, Mac1 fbg enh -4, Lung fibro prol 105, CYP2C19 inh 41 and HUVEC prolif 384 116.
Screening N#Cc1nc(-c2cccs2)oc1NCc1ccco1 returned H69AR growth 86K 90, ERa coact inh 15[fluorescence artefact?], CYP2C19 activ 0.2, ERa coact pot 89[fluorescence artefact?], CD11b adhes inh 6, Mac1 fbg enh -5, Lung fibro prol 105, CYP2C19 inh 76* and HUVEC prolif 384 105.
`COC(=O)c1ccccc1NC(=O)COC(=O)c1cccnc1` gave H69AR growth 86K 99, ERa coact inh 5, CYP2C19 activ 0.5, ERa coact pot 106, CD11b adhes inh -17, Mac1 fbg enh -1, Lung fibro prol 102, CYP2C19 inh 50 and HUVEC prolif 384 92.
C=CCN(CC=C)CC(O)Cn1c2ccccc2c2ccccc21 (stereo not drawn) was read as CYP2C19 activ 0.3, CD11b adhes inh 12, Mac1 fbg enh 3 and CYP2C19 inh 73*.
Screening O=C(NCc1ccc(Cl)cc1)c1noc2c1CCCCC2 returned H69AR growth 86K 102, ERa coact inh -8, CYP2C19 activ 0.8, ERa coact pot 125, CD11b adhes inh -11, Mac1 fbg enh -3, Lung fibro prol 100, CYP2C19 inh 20 and HUVEC prolif 384 104.
Screening COC(=O)c1cc(Br)ccc1OC(=O)c1cccnc1 returned H69AR growth 86K 95, ERa coact inh -4, CYP2C19 activ 0.9, ERa coact pot 90[fluorescence artefact?], CD11b adhes inh -6, Mac1 fbg enh 2, Lung fibro prol 106, CYP2C19 inh 12 and HUVEC prolif 384 90.
`COc1ccc(Oc2coc3cc(OC(=O)N4CCOCC4)ccc3c2=O)cc1` gave H69AR growth 86K 95, ERa coact inh -15, CYP2C19 activ 1.1, ERa coact pot 98, CD11b adhes inh 21, Mac1 fbg enh 6, Lung fibro prol 100, CYP2C19 inh -15 and HUVEC prolif 384 108.
For COc1ccc(-c2noc(CCC(=O)Nc3cc(OC)ccc3OC)n2)cc1 the results were H69AR growth 86K 77, ERa coact inh 3, CYP2C19 activ 0, ERa coact pot 112, CD11b adhes inh 2, Mac1 fbg enh 4, Lung fibro prol 93, CYP2C19 inh 98* and HUVEC prolif 384 46.
`CCOc1ccc(N2C(=O)CC(N3CCN(C4CCc5ccccc5C4)CC3)C2=O)cc1` (stereo not drawn) gave H69AR growth 86K 94, ERa coact inh -6, CYP2C19 activ 1, ERa coact pot 113, CD11b adhes inh -4, Mac1 fbg enh -2, Lung fibro prol 96, CYP2C19 inh -3 and HUVEC prolif 384 101.
`CC(C)OC(=O)c1ccc(NC(=O)c2ccco2)cc1` gave H69AR growth 86K 93, ERa coact inh -2, CYP2C19 activ 0.4, ERa coact pot 105, CD11b adhes inh 7, Mac1 fbg enh -2, Lung fibro prol 101, CYP2C19 inh 57* and HUVEC prolif 384 104.
Screening Cc1ccc(C(=O)C2CCN(CC(=O)Nc3nc(C)cs3)CC2)cc1 returned CYP2C19 activ 0.5, CD11b adhes inh 2, Mac1 fbg enh 1 and CYP2C19 inh 48.
Screening CNC(=O)Nc1ccccc1C(=O)NCc1ccccc1 returned ERa coact inh 1, CYP2C19 activ 0.6, ERa coact pot 112, CD11b adhes inh 1, Mac1 fbg enh -2, Lung fibro prol 105, CYP2C19 inh 37 and HUVEC prolif 384 102.
For c1ccc(-c2nn3c(C4CCCCC4)nnc3s2)nc1 the results were H69AR growth 86K 85, ERa coact inh -12, CYP2C19 activ 0.3, ERa coact pot 112, CD11b adhes inh 0, Mac1 fbg enh 2, Lung fibro prol 98, CYP2C19 inh 70* and HUVEC prolif 384 91.
For CC1CN(C(=O)CSc2nnc(-c3ccc(Cl)cc3)n2C)CC(C)O1 (stereo not drawn) the results were H69AR growth 86K 89, ERa coact inh 0, CYP2C19 activ 1.1, ERa coact pot 91, CD11b adhes inh -7, Mac1 fbg enh 2, Lung fibro prol 104, CYP2C19 inh -8 and HUVEC prolif 384 104.
For CCC(C)NS(=O)(=O)c1ccc(OC)c(Cl)c1Cl (stereo not drawn) the results were CYP2C19 activ 0.3, CD11b adhes inh 13, Mac1 fbg enh -3 and CYP2C19 inh 70*.
For CCOC(=O)N1CCN(C2CC(=O)N(c3ccc(Oc4ccccc4)cc3)C2=O)CC1 (stereo not drawn) the results were H69AR growth 86K 97, ERa coact inh 10[fluorescence artefact?], CYP2C19 activ 1.1, ERa coact pot 120, CD11b adhes inh 7, Mac1 fbg enh -2, Lung fibro prol 100, CYP2C19 inh -12 and HUVEC prolif 384 102.
For CC(=O)Nc1ccc(S(=O)(=O)N2CCc3c(Cl)cccc3C2)cc1 the results were H69AR growth 86K 92, ERa coact inh 8[fluorescence artefact?], CYP2C19 activ 0.4, ERa coact pot 84, CD11b adhes inh -12, Mac1 fbg enh -2, Lung fibro prol 100, CYP2C19 inh 65* and HUVEC prolif 384 90.
For O=P1(Nn2cnnc2)C=C(c2ccccc2)OC(c2ccccc2)=C1 the results were H69AR growth 86K 93, ERa coact inh 1, CYP2C19 activ 1, ERa coact pot 97, CD11b adhes inh 4, Mac1 fbg enh -9, Lung fibro prol 98, CYP2C19 inh -4 and HUVEC prolif 384 109.
For COc1ccccc1Nc1nc(-c2sc(NC(=O)c3ccccc3)nc2C)cs1 the results were CYP2C19 activ 1, CD11b adhes inh 3, Mac1 fbg enh -3 and CYP2C19 inh 1.
Screening Clc1ccccc1Cn1nnc2c(NCC3CC3)ncnc21 returned H69AR growth 86K 84, ERa coact inh -4, CYP2C19 activ 0.5, ERa coact pot 106, CD11b adhes inh -3, Mac1 fbg enh -2, Lung fibro prol 85, CYP2C19 inh 51* and HUVEC prolif 384 89.
Screening CCOC(=O)n1c(SCC(=O)N(CC)CC)nc2ccccc21 returned H69AR growth 86K 97, ERa coact inh 4, CYP2C19 activ 1, ERa coact pot 101, CD11b adhes inh -16, Mac1 fbg enh 1, Lung fibro prol 103, CYP2C19 inh 3 and HUVEC prolif 384 103.
For Fc1cc(Br)ccc1Nc1nc2ccccc2n2nnnc12 the results were H69AR growth 86K 25*, ERa coact inh 19, ERa coact pot 125, Lung fibro prol 73 and HUVEC prolif 384 33.
For C/C(=N/NC(=O)c1ccc2c(c1)OCO2)c1cccc(NC(=O)C(C)(C)C)c1 the results were CYP2C19 activ 1, CD11b adhes inh -4, Mac1 fbg enh -2 and CYP2C19 inh 4.
Screening CCC(CO)NC(=O)c1cccc(S(=O)(=O)N2c3ccccc3CC2C)c1 (stereo not drawn) returned H69AR growth 86K 73, ERa coact inh -1, CYP2C19 activ 0.3, ERa coact pot 110, CD11b adhes inh -1, Mac1 fbg enh -2, Lung fibro prol 92, CYP2C19 inh 73* and HUVEC prolif 384 93.
`COC(=O)NNC(=O)c1ccccc1C` gave CYP2C19 activ 1.1, CD11b adhes inh -1, Mac1 fbg enh -7 and CYP2C19 inh -13.
Screening COc1ccc(-c2csc(Nc3ccc(S(N)(=O)=O)cc3)n2)cc1 returned H69AR growth 86K 46, ERa coact inh 1, CYP2C19 activ 0.8, ERa coact pot 88, CD11b adhes inh -2, Mac1 fbg enh 0, Lung fibro prol 97, CYP2C19 inh 18 and HUVEC prolif 384 73.
For CCn1nnnc1-c1ccc(OC)c(S(=O)(=O)NCc2ccccc2)c1 the results were H69AR growth 86K 94, ERa coact inh 4, CYP2C19 activ 0.6, ERa coact pot 110, CD11b adhes inh -10, Mac1 fbg enh 3, Lung fibro prol 98, CYP2C19 inh 36 and HUVEC prolif 384 96.

Screening results deposited in PubChem BioAssay by several laboratories.
